CHO-K1 Ca antag = counter-screen for M1 antagonists: effect in parental CHO-K1 cells. ATP-induced calcium, Fluo-8 fluorescence. inhibition, % at 3 µM. 360,000 compounds, 0.6% hits. AID 602250;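 active = inhibition above a per-plate cutoff, the plate's mean sample inhibition plus 3 SD, cut at about 24% in these data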;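 also: 0% = DMSO plus EC80 ATP and 100% = DMSO alone without ATP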
M4 ag = agonists of human muscarinic M4 receptor (CHRM4); AID 624127; CHO-K1 hM4/Gqi5, Fluo-8 calcium fluorescence; vehicle 0%, full acetylcholine response 100%; activation, % at 3 µM; 360,000 compounds, 0.14% hits;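 active = activation above the run mean over all test wells plus 3 SD, cut at about 32% in these data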;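 also: peak over basal fluorescence ratio per well then scaled between controls; 0% = DMSO wells and 100% = acetylcholine at EC100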
Target sequence (P08173 whole entry, looked up): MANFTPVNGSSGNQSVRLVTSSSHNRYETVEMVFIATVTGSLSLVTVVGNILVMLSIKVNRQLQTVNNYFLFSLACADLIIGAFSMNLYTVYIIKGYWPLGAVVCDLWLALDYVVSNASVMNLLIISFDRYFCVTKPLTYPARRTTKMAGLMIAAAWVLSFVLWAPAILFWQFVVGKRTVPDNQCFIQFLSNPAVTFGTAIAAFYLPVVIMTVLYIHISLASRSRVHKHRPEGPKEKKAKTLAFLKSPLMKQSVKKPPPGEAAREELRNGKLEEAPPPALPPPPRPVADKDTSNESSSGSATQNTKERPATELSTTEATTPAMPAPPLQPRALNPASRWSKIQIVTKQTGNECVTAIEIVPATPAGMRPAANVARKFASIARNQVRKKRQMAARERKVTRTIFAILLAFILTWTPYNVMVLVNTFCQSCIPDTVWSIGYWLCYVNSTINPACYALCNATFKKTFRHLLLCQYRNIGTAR
CHRM5 PAM = potentiates acetylcholine response at human M5 receptor. P08912. CHO-K1 hM5, Fluo-8 calcium, ACh EC20 PAM; 0% = ACh EC20, 100% = ACh EC100. activation, % at 3 µM. 360,000 compounds, 0.3% hits. AID 624038;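 active = activation above the run cutoff, the mean activation of all test compounds plus 3 SD, cut at about 18% in these data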
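System: CHO-K1 hM5 cells. Reagent: acetylcholine, EC20 level. Compound dosing: single dose, 3 µM nominal final test concentration. Timing: Post-acetylcholine fluorescence recording 140 s. Detection: Fluo-8 calcium fluorescence. Read-out: % activation, ACh-normalized. Benchmarks: ACh EC20 and EC100 wells. Repeats: singlicate, one well per test compound.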
CHRM5 antagonist = antagonists of human muscarinic M5 receptor (CHRM5); P08912; CHO-hM5 cells, Fluo-8 calcium fluorescence, ACh EC80; inhibition, % at 3 µM; 360,000 compounds, 0.59% hits; AID 624040;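 active = inhibition above a per-plate cutoff, the mean of that plate's test compounds plus 3 SD, cut at about 27% in these data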;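 also: 0% = acetylcholine EC80 with DMSO and 100% = DMSO without agonist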
M1 PAM parental = counter-screen for M1 PAMs: effect in parental CHO-K1 cells | activation, % at 3 µM | 360,000 compounds, 0.02% hits | AID 602247 | ATP EC20, Fluo-8 calcium fluorescence; 0% at ATP EC20, 100% at ATP max;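 active = activation above the run cutoff, the mean activation of all test compounds plus 3 SD, cut at about 40% in these data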;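 also: peak over basal fluorescence ratio in a 140 s read after ATP addition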
M5 ag = CHRM5 agonism in calcium assay; CHO-K1 hM5 cells, Fluo-8 calcium fluorescence; 0% DMSO wells, 100% maximal acetylcholine response; activation, % at 3 µM; 360,000 compounds, 0.19% hits; AID 624037;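 active = activation above the run's mean over test compounds plus 3 SD, cut at about 23% in these data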;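 also: signal is peak over basal fluorescence ratio across the kinetic read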
CHRM4 PAM = positive allosteric modulators of human muscarinic M4 receptor; CHO-K1 hM4/Gqi5, Fluo-8 calcium fluorescence, ACh EC20; 0% = ACh EC20, 100% = maximal ACh; activation, % at 3 µM; 360,000 compounds, 0.4% hits; AID 624126;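 active = activation above its plate's cutoff, the mean activation of sample wells plus 3 SD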; also: some results filed as inactive read as strong as hits
M1 ag parental = M1 agonist counterscreen hit in parental CHO-K1 cells. Fluo-8 calcium fluorescence; scaled to maximal ATP response, vehicle zero. activation, % at 3 µM. 360,000 compounds, 0.48% hits. AID 602248; in the data active = activation above about 15%;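 also: untransfected CHO-K1 host cells lacking M1 receptor as counterscreen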
M4 antag = blocks acetylcholine activation of human M4 receptor; CHO-hM4 cells, ACh EC80, Fluo-8 calcium fluorescence; inhibition, % at 3 µM; 360,000 compounds, 0.73% hits; AID 624125;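 active = inhibition above its plate's cutoff, the mean inhibition of sample wells plus 3 SD, cut at about 27% in these data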;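 also: 0% = acetylcholine EC80 with DMSO and 100% = DMSO without agonist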
Numbers without * were called inactive.

molecule	CHO-K1 Ca antag	M4 ag	CHRM5 PAM	CHRM5 antagonist	M1 PAM parental	M5 ag	CHRM4 PAM	M1 ag parental	M4 antag
COCC#Cc1cnc2c(c1)C(=O)N([C@H](C)CO)C[C@H](C)[C@@H](CN(C)S(=O)(=O)c1ccccc1)O2	-11	2	5	-7	11	-1	11	0.5	-23
COc1ccc(OCCCn2cccc2/C=C2/C(=N)N3OC(C)=CC3=NC2=O)cc1	18	10	-12	19	-10	0	-15	3.5	6
c1coc(-c2nc(-c3ccco3)c(-c3ccco3)nc2-c2ccco2)c1	-6	2	3	2	9	1	6	0.0	8
Cc1cc(C)n2nc(-c3cnn(C)c3C(F)(F)F)c(Cl)c2n1	5	0	5	0	7	-3	-6	-0.1	6
c1ccc(OCCSc2nnnn2-c2ccccc2)cc1	-8	3	-10	3	19	-5	-6	1.8	-16
Cc1cc(C)c(C(=O)C(C)OC(=O)Cc2n[nH]c(=O)c3ccccc23)cc1C (centres undefined)	11	4	-8	10	-19	-4	-4	0.6	1
COc1ccccc1N(C)S(=O)(=O)c1ccc(C(=O)N2CCCc3ccccc32)cc1	4	24	-12	11	5	7	-11	16*	7
Cc1ccc(OCCC(=O)OCC(=O)NC(=O)NC2CCCC2)cc1	-1	0	3	-6	-18	-4	-7	0.5	-5
Cc1ccc(NCC(=O)N/N=C/c2ccc(C(=O)O)cc2)cc1	-9	-1	1	10	9	-1	1	0.7	-6
O=C(Nc1ccc(F)cc1)c1nn(-c2ccccc2)c(=O)cc1Cl	18	1	1	15	-1	-4	-1	-1.0	7
Cc1cc(C(=O)Cn2cnc3cc(F)ccc3c2=O)c(C)n1C1CC1	-6	0	-4	9	13	2	0	0.3	2
Cc1ccc(CNc2ccc3nnc(-c4ccccc4)n3n2)cc1	-7	1	-3	-2	20	3	-8	0.5	-7
CCn1nnnc1-c1ccc(OC)c(S(=O)(=O)Nc2ccc(C(=O)OC)cc2)c1	-4	0	2	2	1	2	-9	0.1	10
COc1ccc(C(CNC(=O)COc2ccc(F)cc2Cl)N2CCCCC2)cc1 (centres undefined)	-10	0	-3	12	2	-4	-6	0.1	0
CCCCN(C)C(=O)c1cn(CC)c2ccc(S(=O)(=O)N(C)C)cc2c1=O	-11	1	0	-1	21	0	2	0.9	-17
Cc1sc2ncnc(SCC(=O)NC3CCCC3)c2c1C	-16	4	3	-1	22	-4	9	1.5	-23
O=C(CN1C(=O)COc2ccc(S(=O)(=O)N3CCOCC3)cc21)NCc1ccco1	-8	1	7	2	5	-5	15	0.6	-4
COc1cc(NC(=S)NCCC(c2ccccc2)c2ccccc2)cc(OC)c1	-4	2	-13	10	-7	-2	-9	1.6	1
O=[N+]([O-])c1ccc(S(=O)(=O)NN=CCCc2ccccc2)cc1	2	0	3	22	-1	0	5	-0.3	-4
CCn1c(Cc2ccc(OC)cc2)nnc1SCC(=O)Nc1nc2ccccc2s1	4	0	0	-1	-4	3	-3	0.0	6
Cn1c(NNC(=O)c2cccc3ccccc23)cc(=O)n(C)c1=O	-8	1	5	-4	13	4	-3	-0.1	1
CCN(CC)S(=O)(=O)c1cc(C(=O)c2nccn2C)ccc1Cl	-11	2	2	-1	11	2	7	0.6	-8
COc1ccc(Cl)cc1NC(=O)C1CC(c2c(F)cccc2Cl)=NO1 (centres undefined)	3	0	-2	3	-30	-5	-6	0.3	6
CCC1(C)Cc2c(sc3nn[nH]c(=O)c23)CO1 (centres undefined)	-7	0	6	-8	20	2	-1	1.1	5
COC(=O)c1ccc(C(=O)OC)c(NC(=O)c2cccnc2)c1	19	1	1	-1	-3	1	0	0.2	-7
Cc1cccc(NS(=O)(=O)c2cc(C(=O)OC(C)C(=O)NCc3ccc4c(c3)OCO4)ccc2C)c1 (centres undefined)	2	7	-8	-2	15	-2	1	5.0	-9
C[C@H]1CN([C@@H](C)CO)C(=O)c2cccc(NS(=O)(=O)c3cn(C)cn3)c2O[C@H]1CN(C)S(C)(=O)=O	-10	2	6	7	16	-2	8	-0.1	-14
Cc1cc(C)c2c(c1)SC1=NC(c3ccccc3)(C(F)(F)F)NC(=O)N12 (centres undefined)	-4	-1	0	-3	-16	-6	11	0.1	-1
O=C(CN1c2cccc3cccc(c23)S1(=O)=O)Nc1ccccc1Br	-5	3	-10	4	-4	-2	0	1.9	1
COc1ccccc1/C=C1\N=C(C(C)(C)C)OC1=O	-6	0	2	0	10	-3	7	-0.2	8

Copied from the list:
CHRM5 antagonist with COc1ccc(C(CNC(=O)COc2ccc(F)cc2Cl)N2CCCCC2)cc1 (centres undefined) is entered as 12
M1 PAM parental with CCn1c(Cc2ccc(OC)cc2)nnc1SCC(=O)Nc1nc2ccccc2s1 is entered as -4

The results go on.
molecule	CHO-K1 Ca antag	M4 ag	CHRM5 PAM	CHRM5 antagonist	M1 PAM parental	M5 ag	CHRM4 PAM	M1 ag parental	M4 antag
CC(=O)c1cccc(NC2c3ccccc3C(=O)N2Cc2ccc3c(c2)OCO3)c1 (centres undefined)	0	14	-2	-2	22	2	-3	2.7	-3
C=C1C(C(=O)Nc2ccccc2)C1C(=O)Nc1ccccc1 (centres undefined)	0	1	5	-1	-13	-4	8	0.4	-2
COCCNC(=O)COc1ccccc1Cl	-12	1	3	2	18	1	4	-0.1	-3
CNC(=O)c1ccsc1NC(=O)C1CCCN1S(=O)(=O)c1cccs1 (centres undefined)	4	2	6	-4	5	3	3	0.6	1
N#Cc1ccccc1OCC(=O)Nc1nc(-c2ccccn2)cs1	-4	11	-9	10	14	1	-2	4.5	-12
CS(=O)(=O)N(CC(=O)N1CCOCC1)Cc1ccccc1	14	0	2	-9	-8	-2	1	-0.2	-11
CN(C)CCN=Cc1c(O)n(-c2ccc(S(=O)(=O)N3CCOCC3)cc2)c(=O)c2ccccc12	0	0	-1	1	-13	-2	3	0.3	-5
COc1ccccc1/C=c1\sc2nc(-c3ccco3)nn2c1=O	-5	0	0	-10	17	-1	13	0.5	4
O=C(Oc1ccc(Cl)cc1)c1ccc(COC(=O)c2cnccn2)cc1	1	10	-8	3	1	1	-6	4.0	-7
COCCC(=O)N1CCC(Oc2ccc(C(=O)N3C[C@H]4CC[C@H]3C4)cc2)CC1	-10	6	0	3	15	-3	3	1.9	-3
O=C(NCCc1ccccc1)C1CCN(C(=O)NCc2ccccc2)CC1	-4	1	2	-2	10	-2	14	0.0	-8
O=C(NCCCc1ccccc1)C1CCN(S(=O)(=O)c2ccc(F)cc2)CC1	-1	5	-1	-4	10	2	-5	3.8	4
Nc1c(C(=O)NCc2ccc(Cl)cc2)sc2nc3c(c(C(F)(F)F)c12)CCC3	-12	1	-7	0	16	-1	10	-0.1	-5
Cc1ccc(SCCC(=O)Nc2nccs2)cc1	-11	0	0	-3	19	1	-8	1.9	0
COc1ccc(C(CC(=O)c2ccccc2)CC(=O)c2ccccc2)cc1OC	14	2	-6	-2	-12	3	-8	0.7	1
Cc1ccc(NS(=O)(=O)c2ccc(NC(=O)N3CCCCC3)cc2)cc1	-1	5	0	4	21	4	10	8.3	-12
FC(F)(F)Oc1ccc(NC(=S)Nc2ccc(OC(F)(F)F)cc2)cc1	17	3	-11	11	-7	5	-14	8.2	-2
O=C(NCCc1ccc(F)cc1)c1cc(=O)c2ccccc2o1	-3	6	-2	10	7	-1	-2	2.4	6
C[C@@H]1CN([C@@H](C)CO)C(=O)CCCn2cc(nn2)CO[C@H]1CN(C)S(=O)(=O)c1cn(C)cn1	-6	0	1	3	2	2	1	0.1	-1
COc1ccc(C(=O)/C=C(\C)NCc2ccc3c(c2)OCO3)cc1	-14	0	-2	1	17	-3	-2	0.2	5
CC(=O)Cc1cc(O)c2ccccc2c1OC(=O)c1ccc(Br)cc1	-10	8	-17	4	22	-10	-16	3.7	-9
COCCn1c(=S)[nH]c2cc(C(=O)N(CCO)Cc3ccccc3)ccc2c1=O	-9	0	-2	7	-15	-5	-12	-0.3	3
COc1cc(CNC(=O)c2cnc(C)cn2)cc(OC)c1	23	1	-4	7	9	-1	-3	-0.3	7
CO/N=C(/CS(=O)(=O)c1ccc(C)cc1)c1ccc(OC)cc1	-9	2	-4	6	0	-3	8	-0.1	-1
CC(=O)c1ccc(OCC(=O)Nc2ccccc2N2CCCC2)cc1	1	8	1	-8	0	-3	-3	8.9	-8
O=c1[nH]cc(C(F)(F)F)cc1NS(=O)(=O)c1ccccc1[N+](=O)[O-]	-16	1	10	3	-7	1	4	0.5	0
O=c1nc2ccccc2c(NS(=O)(=O)c2ccc(Cl)cc2)n1-c1ccccc1	2	1	3	3	9	-1	3	0.4	-4
COc1ccc(NC(=S)NNC(=O)c2ccccc2OC(F)F)cc1	11	1	-7	4	-8	-3	0	0.6	6
CC(=O)c1ccc(NC(=O)C(C)OC(=O)C2CCN(c3ccc(C(F)(F)F)cn3)CC2)cc1 (centres undefined)	-10	7	-13	8	15	-3	0	2.3	-3
O=C(CCCN1C(=O)/C(=C/c2cccs2)SC1=S)Nc1ccccc1O	-14	5	-2	11	9	-1	5	2.8	-5
CCOC(=O)C1CCN(C(=O)c2ccccc2NS(=O)(=O)c2ccc(C)cc2)CC1	11	4	2	3	-24	-4	7	1.0	0
Cn1c(-c2nonc2N)nc2ccccc21	-15	-1	2	-1	21	-7	3	0.2	-8

Rows are unselected; about 2.7% have a hit in one of these screens.
